Compound activity: PubChem, National Center for Advancing Translational Sciences (NCATS)
GoLoco inh red: blocks human Gai1 binding to RGS12 GoLoco peptide, red readout | Gai1:RGS12 GoLoco peptide FP, rhodamine, 10 min | Potency, µM (top dose mostly 61.6 µM), inactives show at the highest dose activity, negative = inhibition, actives largely listed as inhibitors | 230,000 tested, 0.44% active | AID 880; active means well fitted inhibition curve with a large enough effect, not every such curve was filed as active; inactive means no such curve, though single readings can be large or run the other way; further: on the % scale 0 is the no-effect control and ±100 the full control effect; nearly all actives have a fitted effect of over 30% in size; many of its hits are not listed in these tables
ALDH1A1 block: ALDH1A1 (human) enzyme inhibition; P00352; Purified ALDH1A1, NADH fluorescence, propionaldehyde substrate; Potency, µM (doses to about 75.3 µM), for inactives: at the highest dose activity, negative = inhibition, hits mostly inhibitors; 220,000 tested, 7.3% active; active means well fitted inhibition curve with a large enough effect, not every such curve was filed as active; inconclusive means small, poorly fitted or top-dose-only effect, or another doubt; inactive means no such curve, though single readings can be large or run the other way;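 further: plate controls were no enzyme wells and a reference inhibitor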
Target sequence (P00352 whole entry, looked up): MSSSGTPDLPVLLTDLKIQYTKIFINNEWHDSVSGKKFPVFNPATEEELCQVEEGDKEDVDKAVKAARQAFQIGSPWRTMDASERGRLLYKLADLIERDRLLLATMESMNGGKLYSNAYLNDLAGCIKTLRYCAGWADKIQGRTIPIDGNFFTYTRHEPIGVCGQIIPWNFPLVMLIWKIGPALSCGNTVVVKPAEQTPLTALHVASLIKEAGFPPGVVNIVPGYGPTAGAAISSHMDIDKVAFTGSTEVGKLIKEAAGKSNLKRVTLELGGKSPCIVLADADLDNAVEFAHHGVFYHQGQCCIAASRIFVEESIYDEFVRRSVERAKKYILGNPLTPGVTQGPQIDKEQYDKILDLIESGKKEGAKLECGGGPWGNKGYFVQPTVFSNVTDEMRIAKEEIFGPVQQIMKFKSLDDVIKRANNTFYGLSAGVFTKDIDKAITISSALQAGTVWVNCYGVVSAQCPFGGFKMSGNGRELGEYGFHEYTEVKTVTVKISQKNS
TRb SRC2 PPI: disrupts binding of human TR beta to SRC2 | P10828 | TRbeta-SRC2 peptide binding, fluorescence polarization; receptor liganded with 1 µM T3 | Potency, µM (titrated, usually from 106 µM), without a hit: top-dose activity change, negative = inhibition, actives largely listed as inhibitors | 280,000 tested, 0.065% active | AID 1469;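 further: plate controls were bound peptide for no effect and peptide without receptor for full effect; nearly all actives have a fitted effect of over 50% in size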
Target sequence (P10828 whole entry, looked up): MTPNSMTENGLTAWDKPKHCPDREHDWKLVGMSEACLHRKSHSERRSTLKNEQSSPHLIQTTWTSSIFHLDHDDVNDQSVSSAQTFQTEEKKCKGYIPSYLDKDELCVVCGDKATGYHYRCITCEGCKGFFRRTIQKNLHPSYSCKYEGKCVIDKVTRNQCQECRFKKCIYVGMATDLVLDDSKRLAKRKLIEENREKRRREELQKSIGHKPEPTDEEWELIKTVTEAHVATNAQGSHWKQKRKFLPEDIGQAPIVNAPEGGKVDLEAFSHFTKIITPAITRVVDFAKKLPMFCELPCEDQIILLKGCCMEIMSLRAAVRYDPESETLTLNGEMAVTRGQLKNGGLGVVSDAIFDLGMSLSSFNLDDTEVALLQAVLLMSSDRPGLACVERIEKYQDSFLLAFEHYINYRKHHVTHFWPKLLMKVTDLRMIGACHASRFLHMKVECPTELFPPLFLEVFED
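Human TRb LBD (0.6 uM) plus Texas Red-labeled SRC2 peptide (20 nM), 1uM T3, 5% DMSO, 5 hr at ambient temperature. Decreased polarization (555/632 nm) flags inhibition; data normalized to free and bound peptide controls.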
LMNA splice mod: modulators of lamin A splicing | HeLa LMNA splicing GFP/RFP minigene ratio, 48 h | Potency, µM (doses to about 46.1 µM), without a hit: at the top dose ratio change, negative = inhibition, actives largely listed as inhibitors | 200,000 tested, 0.01% active | AID 1487; active means well fitted inhibition curve with a large enough effect in the signal ratio, with a control signal flat, not every such curve was filed as active; inconclusive means small, poorly fitted or top-dose-only effect, or effect the other way, or a change in a side signal; the % refers to the signal ratio; further: on the % scale 0 is the no-effect control and ±100 the full control effect
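Read-out is the ratio of GFP to DsRed2 object intensity, acquired by 488 nm laser-scanning cytometry on HeLa lamin A-EGFP minigene reporter cells. Compound incubation 48 hrs at 37 °C in Opti-MEM with 2% FBS; DMSO 0.5% final.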
RECQ1 helicase: RECQ1 (human) helicase inhibition; P46063; RECQ1 DNA unwinding, red fluorescence kinetic read; Potency, µM (top dose mostly 57.3 µM), for inactives: top-dose activity, negative = inhibition, usual class: inhibitors; 240,000 tested, 0.54% active; AID 2549;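 further: plate controls were vehicle for no effect and no enzyme for full effect; nearly all actives have a fitted effect of over 30% in size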
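50 nM RECQ1T1 preincubated 15 min with compound in Tris pH 8.0 buffer with MgCl2, DTT, Tween-20 and 2.5 ug/ml poly(dI-dC); started with 200 nM TAMRA/BHQ-2 forked duplex and 2 mM ATP. Unwinding read as fluorescence (525/598 nm), two reads 2 h apart.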
JMJD2E inh: JMJD2E (human) inhibition. JMJD2E catalytic domain, FDH-coupled NADH fluorescence (FDH is formaldehyde dehydrogenase). Potency, µM (series often up to 57.1 µM), for the others: at the top dose activity change, negative = inhibition, usual class: inhibitors. 230,000 tested, 1.6% active. AID 2147; active means well fitted inhibition curve with a large enough effect, not every such curve was filed as active; inconclusive means small, poorly fitted or top-dose-only effect, or another doubt; inactive means no such curve, though single readings can be large or run the other way;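 further: 0% = wells with enzyme and -100% = buffer wells without enzyme; nearly all actives have a fitted effect of over 50% in size; many of its hits are not listed in these tables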
SMN2 splice up: enhancers of SMN2 splice variant expression; HEK293 SMN2-luciferase splicing reporter, luminescence, 30-36 h; Potency, µM (doses to about 46.1 µM), without a hit: top-dose activity change, positive = activation, hits mostly activators; 210,000 tested, 2.8% active; AID 1458; further: % of control where 0% means no effect; nearly all actives have a fitted effect of over 55% in size
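HEK293 cells carry an SMN2 minigene-luciferase reporter in which exon 7 inclusion puts luciferase in frame. Cells were seeded at 2000 cells/well, attached for 10-12 hours, then exposed to compounds for 30-36 hours at 37C before ONE-Glo luminescence.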
TexasRed fluor: counter-screen for TRb-SRC2 inhibitors: fluorescence interference. AID 1479. 280,000 tested, 0.29% active. TRb/SRC2 Texas Red total fluorescence interference. Potency, µM (doses to about 106 µM), without a hit: at the highest dose fluorescence change, negative = quenching; active means well fitted curve in either direction with a large enough effect; inconclusive means small, poorly fitted or top-dose-only effect; further: on the % scale 0 is the no-effect control and ±100 the full control effect
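Flags fluorescent or light-absorbing compounds by total fluorescence, S + 2P, at 555 nm excitation and 632 nm emission. Mixture: 20 nM Texas Red SRC2 peptide, 0.6 uM human TRb LBD, 1 uM T3, 5% DMSO; compound exposure 5 h at ambient temperature.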
Starred values were filed as active, the others as inactive; [ ] = remark or other dose. Unless noted, the call rests on the fitted dose curve; in most records, active means well fitted curve in the direction sought with a large enough effect; inconclusive means small, poorly fitted or top-dose-only effect, or another doubt; inactive means no such curve, though single readings can be large; an effect the other way counts as inactive or inconclusive. Potency means the concentration at half of the fitted maximal effect. The list is partial (hit frequency here may not be typical).

Screening CCC1S/C(=N/N=C/c2cccs2)NC1=O (stereo not given) returned GoLoco inh red -1%, ALDH1A1 block -5%, TRb SRC2 PPI 4%, LMNA splice mod inconclusive, RECQ1 helicase 4%, JMJD2E inh 10%, SMN2 splice up 13% and TexasRed fluor 2%.
For O=C(CSc1nnc(NC(=O)c2c(F)cccc2F)s1)Nc1ccc(F)cc1 the results were GoLoco inh red 9%, ALDH1A1 block 4%, TRb SRC2 PPI -3%, LMNA splice mod inconclusive, RECQ1 helicase -5%, JMJD2E inh 14% and TexasRed fluor 1%.
CCC(C(=O)OCC(=O)Nc1cccc(C(C)=O)c1)c1ccccc1 (stereo not given) was read as GoLoco inh red 9%, ALDH1A1 block -5%, TRb SRC2 PPI 0%, LMNA splice mod inconclusive, RECQ1 helicase -3%, JMJD2E inh -10%, SMN2 splice up 1% and TexasRed fluor 1%.
Screening O=C(Cc1cn2ccsc2n1)OCc1ccccc1 returned GoLoco inh red -7%, ALDH1A1 block 1%, TRb SRC2 PPI 0%, LMNA splice mod inconclusive, RECQ1 helicase -5%, JMJD2E inh 1%, SMN2 splice up 23% and TexasRed fluor -8%.
`COC(=O)COc1ccc(S(=O)(=O)N2CCOCC2)cc1` gave GoLoco inh red -1%, ALDH1A1 block 11%, TRb SRC2 PPI 0%, LMNA splice mod -2%, RECQ1 helicase -14%, JMJD2E inh -8%, SMN2 splice up -21% and TexasRed fluor -4%.
Screening CC(C)c1nc(SCc2ccccn2)c2c(=O)n(C)c(=O)n(C)c2n1 returned GoLoco inh red 3%, ALDH1A1 block 6%, TRb SRC2 PPI -4%, LMNA splice mod -2%, RECQ1 helicase inactive, JMJD2E inh 6%, SMN2 splice up -7% and TexasRed fluor -8%.
For CC(=O)Nc1ccc(Cl)cc1C1COC(=O)C1=N (stereo not given) the results were GoLoco inh red -1%, ALDH1A1 block -8%, TRb SRC2 PPI 1%, LMNA splice mod -1%, RECQ1 helicase -19%, JMJD2E inh inconclusive, SMN2 splice up -5% and TexasRed fluor -1%.
Screening C=C[C@@]1(C)CC(=O)[C@@]2(O)[C@@]3(C)[C@@H](O)CCC(C)(C)[C@@H]3[C@H](O)[C@H](OC(C)=O)[C@@]2(C)O1 returned GoLoco inh red 7%, ALDH1A1 block 8%, TRb SRC2 PPI 9%, RECQ1 helicase inactive, JMJD2E inh 7% and TexasRed fluor 0%.
`O=C(O)CCNS(=O)(=O)c1ccc2c(c1)OCCCO2` gave GoLoco inh red 9%, ALDH1A1 block 0%, TRb SRC2 PPI 0%, LMNA splice mod -4%[46 µM], RECQ1 helicase inactive, JMJD2E inh 2%, SMN2 splice up 18% and TexasRed fluor 0%.
Screening Cc1cc(=O)oc2cc(O[C@@H]3O[C@H](C(=O)O)[C@@H](O)[C@H](O)[C@H]3O)ccc12 returned GoLoco inh red 2%, ALDH1A1 block inconclusive, TRb SRC2 PPI 5%, RECQ1 helicase 0%, JMJD2E inh inconclusive and TexasRed fluor -1%.
For CC(=N)c1c(O)c2ccccc2oc1=O the results were GoLoco inh red 3%, TRb SRC2 PPI -6%, RECQ1 helicase -2%, JMJD2E inh 5% and TexasRed fluor 1%.
For CCN(CC)C(=S)Nc1ccc(C(=O)OC)cc1 the results were GoLoco inh red 8%, ALDH1A1 block 18%, TRb SRC2 PPI -3%, LMNA splice mod -12%[46 µM], RECQ1 helicase inactive, JMJD2E inh 0% and TexasRed fluor -2%.
CC(C)Nc1nc(NC(C)C)nc(SCC(N)=O)n1 was read as GoLoco inh red 5%, ALDH1A1 block -9%, TRb SRC2 PPI 5%, LMNA splice mod 14%[46 µM], RECQ1 helicase inactive, JMJD2E inh 3%, SMN2 splice up -3% and TexasRed fluor 0%.
For COc1ccccc1C1CC(c2ccc(Cl)cc2)Nc2ncnn21 (stereo not given) the results were GoLoco inh red 8%, ALDH1A1 block -7%, TRb SRC2 PPI 5%, LMNA splice mod 2%, RECQ1 helicase -1%, JMJD2E inh 5%, SMN2 splice up 0% and TexasRed fluor -5%.
For CCC(C(=O)Nc1c[nH]c(=O)[nH]c1=O)c1ccccc1 (stereo not given) the results were GoLoco inh red 10%, ALDH1A1 block -14%, TRb SRC2 PPI -1%, LMNA splice mod 6%, RECQ1 helicase -17%, JMJD2E inh 9%, SMN2 splice up 13% and TexasRed fluor 0%.
Screening O=C1c2ccccc2C(=O)N1CCCc1nc(-c2ccccn2)no1 returned GoLoco inh red 6%, ALDH1A1 block -2%, TRb SRC2 PPI 4%, LMNA splice mod -3%, RECQ1 helicase -10%, JMJD2E inh -12%, SMN2 splice up 21% and TexasRed fluor -3%.
Screening CCCS(=O)(=O)N1CCCC(C(=O)NCCc2ccc(Cl)cc2)C1 (stereo not given) returned GoLoco inh red 0%, ALDH1A1 block -6%, TRb SRC2 PPI 2%, LMNA splice mod -6%, RECQ1 helicase -5%, JMJD2E inh -8%, SMN2 splice up -6% and TexasRed fluor 1%.
For COc1ccc2c(c1)C(=O)[C@@H](OC(=O)NCCc1ccc(OC)c(OC)c1)[C@H](c1ccc(OC)c(Br)c1)O2 the results were GoLoco inh red 4%, ALDH1A1 block -5%, TRb SRC2 PPI 12%, RECQ1 helicase -10%, JMJD2E inh -10%, SMN2 splice up -1% and TexasRed fluor -3%.
CC(NC(=O)c1ccccc1NC(=O)c1ccco1)c1ccccc1 (stereo not given) was read as GoLoco inh red -1%, ALDH1A1 block -8%, TRb SRC2 PPI 6%, LMNA splice mod 6%, RECQ1 helicase inconclusive, JMJD2E inh inconclusive, SMN2 splice up -14% and TexasRed fluor 1%.
c1ccc2oc(-c3[nH]ncc3CN(Cc3ccncc3)CC3CCCO3)cc2c1 (stereo not given) was read as GoLoco inh red -6%, ALDH1A1 block -8%, TRb SRC2 PPI 2%[53 µM], LMNA splice mod inconclusive, RECQ1 helicase inactive, JMJD2E inh inconclusive and TexasRed fluor -4%[53 µM].
CCC(C)C(=O)Nc1nnc(SCC(=O)NC(C)(C)C)s1 (stereo not given) was read as GoLoco inh red -10%, ALDH1A1 block inconclusive, TRb SRC2 PPI 7%, LMNA splice mod -2%[9.22 µM], RECQ1 helicase -1%, JMJD2E inh -3%, SMN2 splice up -42% and TexasRed fluor -1%.
Cc1ccc(-n2nc(C)c3c(C)onc3c2=O)cc1 was read as GoLoco inh red 3%, ALDH1A1 block -1%, TRb SRC2 PPI -4%, RECQ1 helicase -7%, JMJD2E inh -28% and TexasRed fluor -2%.
OC1(c2cccnc2)CCN(Cc2nnnn2C2CCCCC2)CC1 was read as GoLoco inh red 3%, ALDH1A1 block inconclusive, TRb SRC2 PPI 5%, LMNA splice mod inconclusive, RECQ1 helicase 2%, JMJD2E inh -1%, SMN2 splice up -1% and TexasRed fluor -1%.
For O=C(NCc1ccccn1)c1ccc(COc2ccc(Cl)cc2)o1 the results were GoLoco inh red -2%, ALDH1A1 block -16%, TRb SRC2 PPI -2%, LMNA splice mod -28%, RECQ1 helicase inactive, JMJD2E inh 3%, SMN2 splice up 4% and TexasRed fluor 0%.
`CC(=O)c1cnc(SCc2ccc(Cl)cc2)nc1C` gave GoLoco inh red -4%, ALDH1A1 block -2%, TRb SRC2 PPI -1%, LMNA splice mod inconclusive, RECQ1 helicase inactive, JMJD2E inh -11%, SMN2 splice up 5% and TexasRed fluor -1%.
Screening CCn1c(SCC(=O)Nc2nccs2)nnc1-c1ccc(C)cc1 returned GoLoco inh red -10%, ALDH1A1 block 0%, TRb SRC2 PPI -11%, LMNA splice mod -5%, RECQ1 helicase 0%, JMJD2E inh -3%, SMN2 splice up -4% and TexasRed fluor 1%.
C/C(=N\NC(=O)c1ccccc1O)C1C(=O)c2ccccc2C1=O was read as GoLoco inh red 8%, ALDH1A1 block -18%, TRb SRC2 PPI 0%, LMNA splice mod inconclusive, RECQ1 helicase -7%, JMJD2E inh inconclusive, SMN2 splice up 10µM* and TexasRed fluor inconclusive.
`COc1ccc2cc(C(=O)O)ccc2c1` gave GoLoco inh red 10%, ALDH1A1 block 0%, TRb SRC2 PPI -4%, LMNA splice mod 24%, RECQ1 helicase 0%, JMJD2E inh inconclusive, SMN2 splice up -3% and TexasRed fluor -5%.
Screening CC1CCCN(C(=O)COc2ccc(NC(=O)c3cccs3)cc2)C1 (stereo not given) returned GoLoco inh red 16%, ALDH1A1 block -6%, TRb SRC2 PPI 0%, RECQ1 helicase -6%, JMJD2E inh 1%, SMN2 splice up -20% and TexasRed fluor -1%.
Screening Cc1cc(N2CCC(C)CC2)nc(NCc2ccccc2)n1 returned GoLoco inh red 5%, ALDH1A1 block inconclusive, TRb SRC2 PPI 1%, LMNA splice mod inconclusive, RECQ1 helicase inactive, JMJD2E inh -8%, SMN2 splice up -45%[inhibitor] and TexasRed fluor -1%.
COC(=O)c1cc(=O)n(Cc2ccc(OC)cc2)c(=NCc2ccc(OC)cc2)s1 was read as GoLoco inh red 8%, ALDH1A1 block -5%, TRb SRC2 PPI 6%, LMNA splice mod 21%[9.22 µM], RECQ1 helicase inactive, JMJD2E inh 2%, SMN2 splice up -23% and TexasRed fluor -1%.
Screening COCC(=O)N1CCC[C@@]2(CCN(Cc3ccccc3OC)C2)C1 returned GoLoco inh red 9%, ALDH1A1 block 5%, RECQ1 helicase -7% and SMN2 splice up -5%.
For CC(C)OC(=O)CSc1nnc(-c2ccccn2)n1C the results were GoLoco inh red -7%, ALDH1A1 block 8%, TRb SRC2 PPI -6%, LMNA splice mod 10%, RECQ1 helicase inactive, JMJD2E inh 13%, SMN2 splice up -14% and TexasRed fluor -6%.
